High-throughput results: PubChem BioAssay, National Center for Advancing Translational Sciences (NCATS)
D3 ag: agonists of human D3 dopamine receptor; P35462; D3R DiscoveRx beta-arrestin cells, luminescence, 90 min; max activation, %; actives 0.58% (n = 410,000); in the data active means max activation above about 30%; further: 0% is about no effect; mostly tested at two doses, the higher about 12 µM
Target sequence (P35462 whole entry, looked up): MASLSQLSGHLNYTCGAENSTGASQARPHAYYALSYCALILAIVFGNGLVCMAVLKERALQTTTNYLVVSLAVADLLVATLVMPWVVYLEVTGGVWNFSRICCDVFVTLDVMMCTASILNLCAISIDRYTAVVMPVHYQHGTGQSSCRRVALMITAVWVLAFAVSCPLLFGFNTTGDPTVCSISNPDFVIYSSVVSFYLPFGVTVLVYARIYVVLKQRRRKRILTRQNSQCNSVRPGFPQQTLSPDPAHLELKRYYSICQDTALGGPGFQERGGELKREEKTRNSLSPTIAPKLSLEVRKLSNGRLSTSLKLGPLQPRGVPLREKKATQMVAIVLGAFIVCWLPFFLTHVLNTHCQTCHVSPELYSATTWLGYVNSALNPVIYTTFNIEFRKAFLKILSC
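Agonist mode: compounds and dopamine controls were applied to plated cells for 90 min at 37 degrees C after an overnight attachment at 1500 cells/well. Luminescent read-out followed 30 - 60 minutes at room temperature with DiscoveRx detection reagent.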
KB-V1 MDR tox: kills drug-selected multidrug resistant KB-V1 cells. AID 1347076. KB-V1 MDR cells viability, CellTiter-Glo, 72 h. Potency, µM (series often up to 46.1 µM), for the others: at the highest dose activity change, negative = cytotoxicity, hits mostly cytotoxic. actives 3.4% (n = 400,000); further: potency means the concentration at half of the fitted maximal effect; on the % scale 0 is the no-effect control and ±100 the full control effect; nearly all actives have a fitted effect of over 60% in size
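qHTS viability screen in drug-selected KB-V1 MDR cells: 72 h compound treatment at 37 degrees C, ATP luminescence end point.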
DRD3 antagonist: blocks the human D3 dopamine receptor | actives 2.5% (n = 360,000) | P35462 | D3R cells, DiscoveRx beta-arrestin luminescence, antagonist mode; active compounds read low | AID 652054 | max response, negative = inhibition, %; in the data active means max response below about -50%; inconclusive means no clear call, values can overlap the other calls; further: on the % scale 0 is the no-effect control and ±100 the full control effect; mostly tested at two doses, the higher about 12 µM
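Cells expressing the human receptor were seeded at 1500 cells/well, incubated overnight at 37 degrees C in 5% CO2, then exposed to library compounds with dopamine controls for 90 minutes at 37 degrees C before luminescent detection.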
aSyn rescue: rescues yeast growth from alpha-synuclein toxicity. Yeast expressing alpha-synuclein, growth rescue, BacTiter-Glo, 24 h. Potency, µM (doses to about 46.1 µM), for the others: at the top dose growth rescue (activation), most hits filed as activators. actives 0.14% (n = 370,000). AID 652106; further: potency means the concentration at half of the fitted maximal effect; % of control where 0% means no effect; nearly all actives have a fitted effect of over 65% in size
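Screening used galactose-induced yeast with toxic alpha-synuclein levels, exposed to compound for 24 hr at 30 deg C. Cell growth, read with BacTiter-Glo luminescence, gave the measured signal.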
GLP1R cytotox: cytotoxicity counter-screen for GLP-1 receptor inverse agonists | AID 624418 | Potency, µM (top dose mostly 38.3 µM), for the others: at the highest dose activity change, negative = inhibition, most hits filed as inhibitors | actives 0.13% (n = 410,000) | HEK293 cAMP-luciferase reporter cells, luminescence, 24 h;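 further: loss of luciferase light is scored as toxicity; potency means the concentration at half of the fitted maximal effect; on the % scale 0 is the no-effect control and ±100 the full control effect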
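Here, cytotoxicity is scored as loss of luminescence. The MLSMR collection was tested on cells seeded in medium containing 10% Nu serum, with a 24 hr compound exposure preceded by 12 hours of culture.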
GLP-1R inv ag: GLP-1 receptor (human) inverse agonism; HEK293 GLP-1R CRE-luciferase, luminescence, 24 h; GLP-1R form is constitutively active; Potency, µM (titrated, usually from 38.3 µM), inactives show at the highest dose activity change, negative = inhibition, most hits filed as inhibitors; actives 1.6% (n = 410,000); AID 624417; further: potency means the concentration at half of the fitted maximal effect; on the % scale 0 is the no-effect control and ±100 the full control effect; nearly all actives have a fitted effect of over 55% in size
Target sequence (P43220 whole entry, looked up): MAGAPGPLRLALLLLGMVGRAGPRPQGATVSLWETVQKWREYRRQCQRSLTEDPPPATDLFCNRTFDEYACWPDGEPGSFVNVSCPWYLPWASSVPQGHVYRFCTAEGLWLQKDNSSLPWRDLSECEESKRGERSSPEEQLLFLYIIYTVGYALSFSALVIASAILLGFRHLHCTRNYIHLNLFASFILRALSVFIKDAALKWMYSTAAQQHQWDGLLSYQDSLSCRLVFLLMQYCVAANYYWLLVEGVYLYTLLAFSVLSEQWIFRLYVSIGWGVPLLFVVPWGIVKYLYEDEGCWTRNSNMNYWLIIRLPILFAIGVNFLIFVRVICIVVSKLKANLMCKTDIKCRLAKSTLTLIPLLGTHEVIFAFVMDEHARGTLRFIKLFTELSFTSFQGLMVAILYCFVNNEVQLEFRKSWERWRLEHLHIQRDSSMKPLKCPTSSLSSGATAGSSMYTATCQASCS
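HEK293 cells stably co-expressing a cAMP-responsive luciferase reporter and constitutively active GLP-1R were seeded, incubated 12 h, then exposed to compounds for 24 h at 37 C. Luminescence was read 12 min after detection reagent; inverse agonists lower signal.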
PTHR1 ag: activates the human parathyroid hormone receptor PTHR1 | Q03431 | Potency, µM (doses to about 115 µM), for the others: at the highest dose activation, hits mostly activators | HEK293 GP2 PTHR1 cells, GloSensor cAMP luminescence, 1 h | AID 743266 | actives 0.075% (n = 410,000); further: potency means the concentration at half of the fitted maximal effect; nearly all actives have a fitted effect of over 55% in size; some results filed as inactive show a strong effect at the top dose; inactives centre near -15; many of its hits are not listed in these tables
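HEK-293-derived GP2 cells expressing PTHR1 and a GloSensor cAMP reporter, 3,000/well, plated overnight, given luciferin plus IBMX (each 0.5 mM as added) for 1 h at 37 °C, then compound for 1 h at 37 °C. Luminescence was read after 15 min at room temperature.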
TDP-43 yeast inh: inhibitors of TDP-43 toxicity in yeast | actives 1.8% (n = 410,000) | TDP-43 expressing yeast growth rescue, BacTiter-Glo, 24 h | Potency, µM (titrated, usually from 46.1 µM), for inactives: at the highest dose growth rescue (activation), usual class: activators | AID 652104; further: potency means the concentration at half of the fitted maximal effect; % of control where 0% means no effect; nearly all actives have a fitted effect of over 50% in size
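Readout is BacTiter-Glo luminescence of cell growth, so inhibitors register as activators. TDP-43-expressing yeast at OD600=0.02 in galactose medium, after raffinose pregrowth to mid-log, were incubated with compound for 24 hr at 30 deg C.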
GLP1R ag: activates the human GLP-1 receptor; HEK293 GLP-1R CRE-luciferase, luminescence, 4-6 h; cells express a hypersensitive GLP-1R form; Potency, µM (top dose mostly 45.6 µM), without a hit: top-dose activation, hits mostly activators; actives 0.007% (n = 380,000); AID 624172; further: potency means the concentration at half of the fitted maximal effect; % of control where 0% means no effect
Active calls of the source: *; i = inactive; ? = inconclusive; . = no result given; [ ] = remark or other dose. Unless noted, the call rests on the fitted dose curve; in most records, active means well fitted curve in the direction sought with a large enough effect; inconclusive means small, poorly fitted or top-dose-only effect, or another doubt; inactive means no such curve, though single readings can be large; an effect the other way counts as inactive or inconclusive. A portion of the library; the hit share may differ from the screen's.

SMILES	D3 ag	KB-V1 MDR tox	DRD3 antagonist	aSyn rescue	GLP1R cytotox	GLP-1R inv ag	PTHR1 ag	TDP-43 yeast inh	GLP1R ag
O=C(Nc1cccc(Cl)c1)N1Cc2ccccc2Oc2ncccc21	-4	.	.	.	0%	6%	-17%	14%	.
O=S(=O)(c1cc(Cl)ccc1Cl)n1ccnc1	-2	5%	-2	-1%	-7%	3%	i	-10%	0%
O=S(=O)(c1ccc2ccccc2c1)N(CC(O)COCc1ccco1)c1ccccc1 (stereo not drawn)	8	0%	14	2%	-1%	?	-23%	-9%	6%
Cc1cc(C)n(-c2ccc(C(=O)NCCCN3CCOCC3)cc2)n1	-22	-7%	16	5%	4%	36%[activator]	i	-2%[0.397 µM]	-1%
O=C(N/C(=C\c1ccc2c(c1)OCO2)C(=O)N1CCOCC1)c1ccccc1Br	6	-16%	-7	-1%	3%	-4%	6%	7%	10%
NS(=O)(=O)c1ccc(Nc2nc(-c3ccc(F)cc3)cs2)cc1	-5	22%	-13	-8%	-18%	?	-26%	-12%	7%
O=C(Cn1cc2c(n1)CCCCC2)NCCCN1CCOCC1	-6	7%	?	-6%	8%	11%	-19%	2%	0%
O=C(C1=C(O)C(=O)N(CC2CCCO2)C1c1ccc(Cl)cc1Cl)c1ccco1 (stereo not drawn)	-12	-21%	-6	-2%	1%	9%	-9%	-15%	0%
Cn1cnnc1Sc1ccc(/C=C/C(=O)c2ccc(O)cc2)cc1[N+](=O)[O-]	-4	-22%	?	5%	-9%	11%	-41%[inhibitor]	12%	-2%
N#Cc1ccccc1S(=O)(=O)N1CCN(CC(O)COc2ccccc2F)CC1 (stereo not drawn)	-25	0%	-8	4%	-5%	-15%	-45%[inhibitor]	-11%	0%
Cn1nc(OCc2ccccc2)ccc1=O	1	22%	24	-7%	3%	2%	-11%	2%	-8%
Cn1c(N)c(C(=O)COC(=O)/C=C/c2ccc(S(=O)(=O)N3CCOCC3)cc2)c(=O)n(C)c1=O	0	12%	-1	-6%	1%	30%	-8%	-4%	6%

Looked up above:
Under TDP-43 yeast inh, `O=C(N/C(=C\c1ccc2c(c1)OCO2)C(=O)N1CCOCC1)c1ccccc1Br` is entered as 7%
Under KB-V1 MDR tox, `O=S(=O)(c1cc(Cl)ccc1Cl)n1ccnc1` is entered as 5%

Next results follow.
SMILES	D3 ag	KB-V1 MDR tox	DRD3 antagonist	aSyn rescue	GLP1R cytotox	GLP-1R inv ag	PTHR1 ag	TDP-43 yeast inh	GLP1R ag
Cc1ccc(NC(=O)c2ccc3c(c2)[nH]c(=O)n3C(C)C)cc1	-1	?	15	2%	-16%	?	-39%[inhibitor]	7%	6%
Cc1ccc2c(C)c(C(=O)NCCN3CCOC3=O)oc2c1C	-2	16%	0	-1%	-4%	4%	i	-4%	20%
CC(C)c1ccc(NS(=O)(=O)c2ccc3[nH]cc(C(=O)NCCc4ccccc4)c(=O)c3c2)cc1	4	.	.	-5%	0%	2%	i	14%	.
CC(=O)Oc1ccc(-c2nc(-c3cccnc3)no2)cc1	0	-18%	-5	-22%	8%	56%[activator]	-53%[inhibitor][57.5 µM]	-33%[inhibitor]	-3%
Cc1ccc(-n2c(=O)c3c4c(sc3n3c(=S)[nH]nc23)CCC4)cc1	-15	0%	-6	2%	-2%	17%	i	25%	5%
COc1ccc(CC(=O)NNC(=O)c2ccc(SCc3cc(F)ccc3F)c([N+](=O)[O-])c2)cc1	-13	-22%	55	-2%	-24%	0%	i	-19%	-17%
O=c1c2cc(Cl)ccc2nc(-c2ccc(Cl)c(Cl)c2)n1O	7	-19%	-6	1%	-15%	-14%	-42%[inhibitor]	-9%	-3%
CC1(C(=O)NCc2ccccc2)CN(S(C)(=O)=O)CC(=O)N1CCc1ccccc1F (stereo not drawn)	4	-18%	4	6%	0%	-13%	-16%	15%	.
CCn1c(SCC(=O)c2c(N)n(C3CC3)c(=O)[nH]c2=O)nnc1-c1ccccc1OC	-3	15%	2	0%	-2%	9%	i	14%	0%
CCC(NC(=O)COC(=O)C1CC2CCCC(C1)C2=O)c1ccc(Br)cc1 (stereo not drawn)	5	-3%	-12	0%	-4%	?	-19%	26%	-5%
COC(=O)C1=C(C)Nc2nnnn2C1c1ccccc1Cl (stereo not drawn)	3	9%	?	11%	-2%	-2%	-14%	10%	2%
CCSc1nc(-c2ccccc2F)nc2c1Cc1c(CO)cnc(C)c1O2	1	13%	.	.	-4%	-4%	-6%	15%	.
CC(=O)N1CCC2(CC1)NC(=O)N(c1ccccc1)N2	5	-1%	3	5%	-21%	?	i	-4%	-1%
O=[N+]([O-])c1ccc(Oc2ccc(S(=O)(=O)N3CCCCC3)cc2)cc1	-10	?	-17	0%	2%[1.53 µM]	12%	-34%[inhibitor]	?	0%
CS(=O)(=O)N1CCC(C(=O)NCc2ccco2)CC1	-11	7%	-24	-3%	-16%	2%	i	-9%	-2%
CCCCCCCCCC(=O)NNC(=O)c1c(O)c2ccccc2n(CCC)c1=O	1	0%	7	0%	17%[7.66 µM]	14%[7.66 µM]	-8%	-2%[9.22 µM]	1%
CSc1nsc(SCC(=O)Nc2ccc(O)c(C(=O)O)c2)n1	-2	-4%	-12	-3%	16%	12%	3%	-10%	-3%
O=C(Cn1c(=O)n(Cc2ccco2)c(=O)c2cccnc21)Nc1ccccc1F	-2	9%	.	.	-9%	10%	i	2%	.
CCOC(=O)N1CCN(c2c(NCCCN(C)c3ccccc3)c(=O)c2=O)CC1	-1	0%	12	2%	3%	1%	-17%	?	-5%
COc1ccc(Nc2cc(C)nc3ccc(C)cc23)cc1	3	-3%	12	0%	-21%	?	-22%	9%	-6%
COc1ccc(OC)c(NC(=O)Nc2ccc3[nH]ccc3c2)c1	-4	-5%	-14	2%	2%	?	-17%	9%	4%
COc1ccc(-c2nnc(SCCOc3cccc(C)c3)n2N)cc1	-3	2%	-2	-2%	1%	-29%	-11%	9%	-3%
CC(=O)N1CCN(C(=O)c2cccc(S(=O)(=O)Nc3ccc(C)cc3)c2)CC1	3	?	12	2%	5%	6%	i	7%	-14%
CCCCOC(=O)Cn1c(=O)c2c(nc3n2CCCCN3c2ccc(C)cc2)n(C)c1=O	6	-15%	9	0%	-16%	?	-37%[inhibitor]	-1%	1%
CC(C)(C)NCc1ccc(OCc2cccs2)cc1	-4	3%	0	2%	-9%	-21%	-17%	.	-4%
CCOC(=O)C1=CCC(c2ccc(CC)cc2)N(S(=O)(=O)c2ccc(C)cc2)C1 (stereo not drawn)	2	-3%	6	-1%	3%	?	-24%	1%	6%
Cc1occc1C(=O)NC1CCCCCC1	-6	-8%	?	-17%	-7%	-5%	-9%	-18%	-4%
Cc1cc(C)n(-c2nc3ccccc3nc2Nc2cccc(C)c2C)n1	0	28%	.	.	18%	7%	26%	6%	.
CCN(CC)S(=O)(=O)c1ccc(S(=O)(=O)Nc2c(C)nn(C)c2C)cc1	-8	-8%	7	-2%	-4%	-15%	-25%	-6%	-1%
O=C(CSc1nnc(Nc2ccccc2)s1)NCCN1C(=O)CSC1=O	8	5%	1	-2%	10%	6%	-20%	-29%	6%
Cc1ccc(S(=O)(=O)NCC(c2ccccc2)N2CCN(CCC#N)CC2)cc1 (stereo not drawn)	1	-2%	2	1%	-7%	-4%	1%[57.5 µM]	-1%	4%
CC12CCC(C(=O)N(NC(=O)c3ccccc3Cl)C1=O)C2(C)C (stereo not drawn)	-4	-5%	-14	-4%	11%	-2%	-21%	-21%[0.397 µM]	11%
CC(=O)Nc1ccc(Br)c(Cl)c1	4	-9%	10	-12%	-1%	19%	i	-1%[1.82 µM]	6%
Cc1ccccc1C(=O)N(C)Cc1ccccc1	-11	1%	13	-21%	4%	5%	-3%[57.5 µM]	-2%	-1%
COC(=O)C1=NN(C(=O)c2ccc(Br)cc2)C(O)(C(C)(C)C)C1 (stereo not drawn)	-11	-1%	-25	?	8%	-8%	-2%	?	6%
CCOC(=O)c1c(/N=C/N(C)C)sc(C=O)c1-c1ccccc1	4	1%	0	-1%	2%	21%	i	-4%	7%
Cc1c(Cl)c([N+](=O)[O-])nn1Cc1ccc(C(=O)Nc2ccc(Cl)cn2)o1	-10	3.7µM*	3	1%	2%	?	-39%[inhibitor]	?	-4%
C/C(=N\OCC(=O)NC(C)C)c1cccs1	-4	-15%	-3	0%	11%	39%	-5%	18%	-1%
CCCN(CCC)C(=O)c1cc(S(=O)(=O)N2CCCCC2)c[nH]1	3	-19%	-15	-3%	2%	10%	-23%	-7%	0%
O=C(c1ccncc1)c1ccc(N2CCN(C3CC(=O)N(Cc4cccs4)C3=O)CC2)cc1 (stereo not drawn)	-2	-9%	10	-6%	-16%	13%	-92%[inhibitor]	-6%	-6%
CC1CCC2(CC1)NC(=O)N(CC(=O)N(Cc1ccccc1)C(C)(C)C)C2=O (stereo not drawn)	0	-4%	9	-4%	6%	7%	i	9%	-6%
CN1C(=O)C(CC(=O)NC2CCCCC2)N(C)C1=O (stereo not drawn)	-2	1%	-8	-1%	15%	2%	i	7%[9.22 µM]	0%
COc1ccc(N2CCC(CNS(=O)(=O)c3cccc(C(F)(F)F)c3)C2)cc1 (stereo not drawn)	-4	-23%	16	-1%	-21%	?	-24%[57.5 µM]	-5%	1%
Cc1cccc(NC(=O)c2cc(S(=O)(=O)N3CCCC3)cn2C)c1	-5	-1%	-10	-1%	0%	11%	i	9%	0%
CC(=O)N1c2ccc(S(=O)(=O)N3CCC(C(=O)Nc4cccc(C)c4C)CC3)cc2CC1C (stereo not drawn)	7	2%	3	-1%	-2%	2%	-22%	1%	9%
